High-throughput results (PubChem)
M4 antag: antagonists of human muscarinic M4 receptor (CHRM4); inhibition, % at 3 µM; CHO-hM4 cells, ACh EC80, Fluo-8 calcium fluorescence; 360,000 tested, 0.73% active; P08173; AID 624125;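 active = inhibition above its plate's cutoff, the mean inhibition of sample wells plus 3 SD, cut at about 27% in these data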;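 note: 0% = acetylcholine EC80 with DMSO and 100% = DMSO without agonist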
Target sequence (P08173 whole entry, looked up): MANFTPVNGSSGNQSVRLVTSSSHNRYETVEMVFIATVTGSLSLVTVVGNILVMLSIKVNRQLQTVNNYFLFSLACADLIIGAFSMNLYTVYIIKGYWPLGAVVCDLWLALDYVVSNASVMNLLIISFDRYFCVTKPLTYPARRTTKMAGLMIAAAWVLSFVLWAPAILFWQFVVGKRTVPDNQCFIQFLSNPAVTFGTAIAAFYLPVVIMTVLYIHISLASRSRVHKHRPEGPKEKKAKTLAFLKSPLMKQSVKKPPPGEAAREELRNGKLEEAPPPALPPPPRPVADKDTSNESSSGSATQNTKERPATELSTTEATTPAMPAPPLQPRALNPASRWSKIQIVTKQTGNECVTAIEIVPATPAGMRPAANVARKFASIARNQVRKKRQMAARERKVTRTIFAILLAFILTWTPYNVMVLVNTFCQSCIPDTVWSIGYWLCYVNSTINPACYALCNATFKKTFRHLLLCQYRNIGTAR
CHO-K1 Ca antag: nonselective inhibitor or artifact in parental CHO-K1 cells; 360,000 tested, 0.6% active; inhibition, % at 3 µM; ATP-induced calcium, Fluo-8 fluorescence; AID 602250;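 active = inhibition above a per-plate cutoff, the plate's mean sample inhibition plus 3 SD, cut at about 24% in these data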;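 note: 0% = DMSO plus EC80 ATP and 100% = DMSO alone without ATP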
CHRM4 PAM: potentiates acetylcholine response at human M4 receptor; AID 624126; 360,000 tested, 0.4% active; activation, % at 3 µM; CHO-K1 hM4/Gqi5, Fluo-8 calcium fluorescence, ACh EC20; 0% = ACh EC20, 100% = maximal ACh;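 active = activation above its plate's cutoff, the mean activation of sample wells plus 3 SD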; note: some results filed as inactive read as strong as hits
CHRM5 agonist: agonists of human muscarinic M5 receptor (CHRM5); CHO-K1 hM5 cells, Fluo-8 calcium fluorescence; 0% DMSO wells, 100% maximal acetylcholine response; 360,000 tested, 0.19% active; activation, % at 3 µM; P08912;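 active = activation above the run's mean over test compounds plus 3 SD, cut at about 23% in these data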;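 note: signal is peak over basal fluorescence ratio across the kinetic read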
Target sequence (P08912 whole entry, looked up): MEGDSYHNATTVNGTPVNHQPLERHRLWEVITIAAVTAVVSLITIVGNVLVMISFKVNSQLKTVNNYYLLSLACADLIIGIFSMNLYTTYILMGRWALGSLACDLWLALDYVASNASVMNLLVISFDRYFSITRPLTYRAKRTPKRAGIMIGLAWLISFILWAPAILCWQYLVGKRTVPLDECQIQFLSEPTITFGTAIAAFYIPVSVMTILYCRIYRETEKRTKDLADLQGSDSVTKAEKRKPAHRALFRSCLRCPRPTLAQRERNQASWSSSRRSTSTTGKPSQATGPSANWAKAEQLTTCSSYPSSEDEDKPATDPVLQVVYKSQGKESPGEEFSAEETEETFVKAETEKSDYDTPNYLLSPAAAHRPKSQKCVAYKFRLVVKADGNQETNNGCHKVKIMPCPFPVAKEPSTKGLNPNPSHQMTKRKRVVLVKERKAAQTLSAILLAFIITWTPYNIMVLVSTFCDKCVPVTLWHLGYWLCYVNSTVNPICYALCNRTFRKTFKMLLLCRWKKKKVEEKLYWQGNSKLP
M1 PAM parental: M1 PAM counterscreen hit in parental CHO-K1 cells; ATP EC20, Fluo-8 calcium fluorescence; 0% at ATP EC20, 100% at ATP max; activation, % at 3 µM; 360,000 tested, 0.02% active; AID 602247;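 active = activation above the run cutoff, the mean activation of all test compounds plus 3 SD, cut at about 40% in these data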;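 note: peak over basal fluorescence ratio in a 140 s read after ATP addition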
M1 ag parental: M1 agonist counterscreen hit in parental CHO-K1 cells. Fluo-8 calcium fluorescence; scaled to maximal ATP response, vehicle zero. activation, % at 3 µM. 360,000 tested, 0.48% active; in the data active = activation above about 15%;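 note: untransfected CHO-K1 host cells lacking M1 receptor as counterscreen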
CHRM4 agonist: CHRM4 agonism in calcium assay | activation, % at 3 µM | 360,000 tested, 0.14% active | CHO-K1 hM4/Gqi5, Fluo-8 calcium fluorescence; vehicle 0%, full acetylcholine response 100%;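 active = activation above the run mean over all test wells plus 3 SD, cut at about 32% in these data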;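 note: peak over basal fluorescence ratio per well then scaled between controls; 0% = DMSO wells and 100% = acetylcholine at EC100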
CHRM5 PAM: CHRM5 positive allosteric modulation | CHO-K1 hM5, Fluo-8 calcium, ACh EC20 PAM; 0% = ACh EC20, 100% = ACh EC100 | activation, % at 3 µM | 360,000 tested, 0.3% active | AID 624038;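 active = activation above the run cutoff, the mean activation of all test compounds plus 3 SD, cut at about 18% in these data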
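system = human M5 receptor in CHO-K1 cells | reagent = EC20 acetylcholine as agonist stimulus | compound dosing = single-point, 3 µM nominal | incubation = Fluo-8 loading 80 min at 37 °C plus 30 min room temperature | detection = Fluo-8 calcium dye fluorescence, kinetic read | benchmarks = low control EC20 acetylcholine (0%), high control EC100 acetylcholine (100%)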
CHRM5 antagonist: antagonists of human muscarinic M5 receptor (CHRM5). CHO-hM5 cells, Fluo-8 calcium fluorescence, ACh EC80. 360,000 tested, 0.59% active. AID 624040. P08912. inhibition, % at 3 µM;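 active = inhibition above a per-plate cutoff, the mean of that plate's test compounds plus 3 SD, cut at about 27% in these data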;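 note: 0% = acetylcholine EC80 with DMSO and 100% = DMSO without agonist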
An asterisk follows results filed as active. Compounds as they come; 2.7% or so of the library scored in one or more.

SMILES	M4 antag	CHO-K1 Ca antag	CHRM4 PAM	CHRM5 agonist	M1 PAM parental	M1 ag parental	CHRM4 agonist	CHRM5 PAM	CHRM5 antagonist
CC(=O)Nc1ccc(S(=O)(=O)Oc2ccc(Br)cc2C(=S)N2CCOCC2)cc1	-6	9	5	5	-23	0.6	4	0	-7
CCOC(=O)/C=C/C(=O)Nc1cc(S(=O)(=O)Nc2ccc(OC)cc2)ccc1N1CCOCC1	0	-13	7	1	17	0.9	1	-1	2
O=C(/C=C1\SC(=O)N(CC(=O)Nc2ccc(F)cc2)C1=O)Nc1ccc(Cl)cc1	0	-7	2	-1	9	1.2	1	-1	4
Cc1cccn2cc(CCNS(=O)(=O)c3cccc([N+](=O)[O-])c3)nc12	6	-1	-8	-1	0	0.2	1	-4	7
O=C(CCNS(=O)(=O)c1cccc2nsnc12)NC1CCCc2ccccc21 (stereo unspecified)	5	0	12	-1	-2	0.5	3	-6	-1
O=C(CCCOc1ccc(Cl)cc1Cl)N1CCc2ccccc2C1	-2	-15	2	-1	20	0.2	-1	-6	11
COc1ccccc1CNc1ccc(CNc2ncn[nH]2)cc1	0	6	1	-1	-16	0.3	3	3	6
CC(=O)N1N=C(c2ccncc2)OC1(Cc1ccccc1)Cc1ccccc1	2	-4	-8	-2	11	2.7	7	-7	12
COc1ccc(NC(=O)CSc2nc3ccccc3nc2N2CCCCC2)cc1	-6	-7	3	1	18	0.8	1	0	-4
O=C1CCC(C(=O)OCc2nnc(-c3ccccc3)o2)=NN1	-7	-1	3	-1	14	1.4	0	-1	0
O=C(OCC(=O)N1CCCCC1)c1cc(NS(=O)(=O)c2ccc(Cl)c([N+](=O)[O-])c2)ccc1O	-4	-3	18	-1	4	0.0	1	-5	7
C/C=C/c1ccc(OCC(=O)Nc2cc(Cl)ccc2-n2cncn2)c(OC)c1	0	-5	0	-2	-2	1.5	3	-6	1
COc1ccc(-c2ccc(SCC(=O)NC3CCCCC3)nn2)cc1	15	-15	-5	-2	4	-0.2	-1	1	4
CCC(NC(=O)C1CCCC1)c1ccccc1 (stereo unspecified)	-4	-12	-2	1	14	0.0	0	4	5
CCC(=O)Nc1ccc2c(c1)nc1n2CCSC1	-13	24*	18	-1	-7	0.1	0	3	-3
Cc1ccc(C(=O)NC(=S)Nc2ccc(Oc3ccc(Cl)cc3)cc2)cc1	-9	-3	13	-1	18	0.0	2	0	-3
CCOC(=O)N1CCN(S(=O)(=O)c2ccc3[nH]c(=O)oc3c2)CC1	-6	-11	7	4	11	0.9	2	-2	-5
C=CCNC(=O)NC(=O)CSc1nc2cc([N+](=O)[O-])ccc2n1-c1cccc(C(F)(F)F)c1	1	2	3	-2	22	8.8	0	3	-4
CSCCC(NC(=O)c1cccc([N+](=O)[O-])c1)C(=O)O (stereo unspecified)	6	-8	-2	-3	9	0.4	0	1	-6
COC(=O)CC(NC(=O)c1ccc(C)cc1)c1ccccc1 (stereo unspecified)	-4	-2	11	0	17	0.3	1	-7	11
O=C1NCCCCC1NS(=O)(=O)c1ccccc1 (stereo unspecified)	-3	-8	-11	-1	4	0.3	1	2	6
Cc1cccc(C)c1NC(=O)CNC(=O)c1cccnc1	4	-7	-1	-3	-1	1.1	1	-1	-3
Nc1ccn([C@H]2CC[C@@H](CO)O2)c(=O)n1	4	-8	1	0	13	0.2	1	-1	-4
CCCn1c(SCC(=O)NC2CCCCC2)nnc1-c1ccco1	-2	-9	2	-4	24	1.6	1	-1	9
O=S(=O)(NC1CCN(Cc2ccccc2)CC1)c1cccc2cccnc12	-15	-7	20	-3	8	0.0	1	2	3
Fc1ccc(-c2oncc2-c2nnnn2-c2ccccc2)cc1F	-1	-27	-3	-6	10	0.5	-1	-4	-7
CC1(C(=O)Nc2ccc3c(c2)OCCO3)CCC(=O)N1CC(F)(F)F (stereo unspecified)	-14	3	6	-2	13	0.8	2	0	-7
CCOC(=O)N1CCC(Nc2c(NCCCN3CCN(C4CCCCC4)CC3)c(=O)c2=O)CC1	0	-13	-11	-11	-5	0.1	1	-8	3
CC1(C)C(=O)Nc2ccccc2N1C(=O)COC(=O)C1CCCCC1	-2	-14	2	-3	6	0.3	1	-1	3
Cc1nc(Cc2nnc(SCC(=O)N3CCN(c4ccccc4)CC3)o2)cs1	4	4	-3	3	-2	1.5	2	-5	4
N#C/C(=C\c1cccnc1)C(=O)Nc1ccccc1	4	-14	-1	1	23	1.6	1	1	-4
COc1ccc(S(=O)(=O)N2CCc3cc(OC)c(OC)cc3C2)cc1	0	10	-3	2	-28	0.4	2	2	8
C/C(=N\Nc1nncc2ccccc12)c1cccc(OC(F)F)c1	3	-18	4	-4	16	0.5	3	0	0
CC(=O)NC(CC(=O)N(C)Cc1cccc(Cl)c1Cl)c1ccccc1 (stereo unspecified)	-9	-8	-2	-17	12	0.4	2	-2	7
Cc1[nH]oc(=O)c1N=Nc1c(Cl)cccc1Cl	6	-3	1	4	-5	1.3	1	-3	0
COc1ccc(NC(=O)c2ccc(Cn3cc(Cl)cn3)cc2)cc1	8	-11	-1	-1	12	2.0	2	1	6
COc1cc(C(=O)OCc2nc3ccsc3c(=O)[nH]2)c([N+](=O)[O-])cc1OC	-13	-26	4	1	17	2.6	4	-4	1
CN(CC(=O)Nc1ccc(F)c(F)c1F)C(=O)CCCSc1nc2ccccc2[nH]1	-6	-4	2	-3	-6	0.7	0	4	2
CC(C)CC(COCc1ccc(C(F)(F)F)cc1)N1CCN(C(=O)c2ccc(C(F)(F)F)cc2)CCC1=O (stereo unspecified)	4	-20	3	-3	17	-0.3	3	-6	10
O=C(Nc1ccccc1)C1=C[C@@H](c2ccc(C(F)(F)F)cc2)C[C@@H](OCCCCO)O1	7	1	0	4	-2	0.6	1	4	4
COc1cccc(-c2cnc(C(O)c3ccc(C(C)(C)C)cc3)[nH]2)c1 (stereo unspecified)	-5	0	7	1	-10	1.3	7	-2	-2
CCC(CC)C(=O)N1CC(=O)Nc2ccc(F)cc2C1c1ccccc1 (stereo unspecified)	-11	-6	3	-2	9	5.6	3	1	1
S=C(NCc1cccnc1)Nc1ccc(Oc2ccccc2)cc1	-1	-3	-8	-1	12	6.4	8	-13	10
COc1ccc(OC)c(C(C(=O)NC2CCCCC2)N(C(=O)c2snc(C(N)=O)c2N)c2ccccc2OC)c1 (stereo unspecified)	-3	1	3	-4	4	-0.9	1	1	12
O=C(O)c1cccc(Nc2c([N+](=O)[O-])c(=O)oc3ccccc23)c1	9	-2	9	1	-8	-0.2	0	14	-7
CCOC(=O)C1CCCN(C(=O)c2cc3ccc(OC)cc3[nH]2)C1 (stereo unspecified)	4	-8	-6	2	4	3.3	4	-8	4
O=C(N=C1SC2CS(=O)(=O)CC2N1Cc1ccccc1Cl)C1CCCO1 (stereo unspecified)	-15	2	12	-5	-11	-0.7	0	-5	9
CC(C)Oc1ccc(C(=O)Nc2nnc(SCC(=O)N3CCOCC3)s2)cc1	-3	6	-2	-3	-4	0.7	1	-1	2
CCn1cc(/C=C/c2cc[n+](C)cc2)c2ccccc21	-2	-6	-4	-2	1	2.2	2	1	2
CCOc1ccccc1CN1CCC(CO)(CCOc2ccccc2)CC1	5	-5	-8	-8	12	0.4	1	-8	12
CCCN(CC(=O)Nc1ccccc1OC)C(=O)CNC(=O)c1ccc(C)s1	12	1	14	1	-17	-0.2	1	1	-2
O=C(COc1ccc(Cl)cc1)NCC(=O)N/N=C/c1cccs1	-13	-10	9	7	-7	0.7	4	5	0
COc1ccc(OC)c(C(c2c(C)[nH][nH]c2=O)c2c(C)[nH][nH]c2=O)c1	-3	2	-2	-2	-8	0.4	0	4	2
CCCCC(=O)N/N=C/c1sccc1C	-4	0	-3	-2	-7	-0.1	1	-8	12
CC(C)(C)OC(=O)[C@H](Cc1ccccc1)NC(=O)c1nc[nH]c1C(=O)N1CCNCC1	4	-12	12	-4	11	0.6	0	7	2
Cc1ccc2[nH]c(=O)c(CN(Cc3ccco3)C(=O)c3ccncc3)cc2c1	10	-8	-2	2	5	1.1	2	-8	3
Cc1ccc(N(CC(=O)NC(C)c2ccccc2)S(=O)(=O)c2cccs2)cc1 (stereo unspecified)	11	18	-10	-2	-14	-0.9	-1	-5	9
CC1CCCCC1NC(=S)Nc1ccc(Cl)cc1Cl (stereo unspecified)	-9	-2	-16	-9	-3	8.8	9	-26	18
CNC[C@H](O)c1cccc(O)c1	6	2	-1	1	4	0.0	1	0	-5
CCN(C#N)c1nc(NC(C)C)nc(NC(C)C)n1	0	-11	-4	4	6	-0.6	1	-1	0

Retrieved one by one from the list above, five records:
SMILES	M4 antag	CHO-K1 Ca antag	CHRM4 PAM	CHRM5 agonist	M1 PAM parental	M1 ag parental	CHRM4 agonist	CHRM5 PAM	CHRM5 antagonist
CC(C)Oc1ccc(C(=O)Nc2nnc(SCC(=O)N3CCOCC3)s2)cc1	-3	6	-2	-3	-4	0.7	1	-1	2
O=C(O)c1cccc(Nc2c([N+](=O)[O-])c(=O)oc3ccccc23)c1	9	-2	9	1	-8	-0.2	0	14	-7
Nc1ccn([C@H]2CC[C@@H](CO)O2)c(=O)n1	4	-8	1	0	13	0.2	1	-1	-4
Cc1cccc(C)c1NC(=O)CNC(=O)c1cccnc1	4	-7	-1	-3	-1	1.1	1	-1	-3
CC1(C(=O)Nc2ccc3c(c2)OCCO3)CCC(=O)N1CC(F)(F)F (stereo unspecified)	-14	3	6	-2	13	0.8	2	0	-7

(next part)
SMILES	M4 antag	CHO-K1 Ca antag	CHRM4 PAM	CHRM5 agonist	M1 PAM parental	M1 ag parental	CHRM4 agonist	CHRM5 PAM	CHRM5 antagonist
O=C(O)CCN1C(=O)/C(=C\c2cccc(OCC(=O)Nc3ccc(Cl)cc3)c2)SC1=S	6	-16	-6	5	13	1.9	3	-6	12
Cc1cccc(-c2c3c(=O)n(C)c(=O)n(C)c3cn2C2CCCCC2)c1	10	14	7	0	-5	0.3	-1	1	-2
Cc1ccc(NC(=O)CSCC(=O)NCCc2ccccn2)c(C)c1	10	-4	4	5	-16	0.0	1	11	-1
Cc1ccc(S(=O)(=O)O/N=C2\CCCc3ccccc32)cc1	-4	-6	1	-5	4	0.1	1	-1	9
O=CN1CCc2scc[n+]2-c2ccccc21	-2	-2	3	-1	13	0.1	0	1	-2
Cc1cc(OCC(=O)OCC(=O)N(C)Cc2ccccc2C)ccc1Cl	10	-14	4	-1	-7	1.6	4	1	10
CCOC(=O)C1(Cc2ccc(OC)cc2)CCN(C(=O)CN2CCN(CC)CC2)CC1	2	-4	-1	-4	17	0.6	1	1	-5
Cn1c(=O)c(=O)n(C)c2cc(S(=O)(=O)Nc3ccc4c(c3)OCCO4)ccc21	-8	3	4	-3	18	0.5	0	-3	3
CN(C(=O)COC(=O)c1cc(-c2ccc(Cl)s2)nc2ccccc12)C1CCS(=O)(=O)C1 (stereo unspecified)	-6	-2	10	-1	-15	-1.2	0	6	-3
O=C(O)c1cccc(S(=O)(=O)Nc2cccc(S(=O)(=O)Nc3ccc(Br)cc3)c2)c1	-2	-9	3	5	9	1.0	2	0	-1
O=C(Cn1cc2c(n1)CCCC2)NCCc1ccccc1	3	-1	6	0	17	0.7	0	0	-3
CCC(C)c1ccc(OCCN2CCCC2)cc1 (stereo unspecified)	6	2	-5	-13	3	0.2	1	-10	1
O=C(CCNC(=O)c1ccc([N+](=O)[O-])cc1)Nc1ccccc1N1CCCCC1	-11	12	-4	-6	11	0.4	5	-5	6
